Screens: PubChem BioAssay, Broad Institute
DENV2 CPE rescue: inhibitors of DENV2 cytopathic effect, primary screen, cell-based, plate reader, single concentration; actives 1.7% (n = 350,000); AID 651640, 2012; CPE inhibition, % at 9.99 µM; DENV2-infected cells, cytopathic effect rescue; in the data active = CPE inhibition above about 20%, passing the limit was not always enough; inconclusive = no clear call, values can overlap the other calls; tested in BHK-21 cells;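 note: 0% = median of neutral control wells and 100% = median of positive control wells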
miR122 inh: miR-122 Renilla sensor signal increase in Huh7, primary screen, miR-122 inhibitor project, cell-based, single point, plate reader. Huh7 miR-122 Renilla luciferase sensor, 48 h; neutral wells = 0, positive control = 100. activation (reporter increase), % at 12.5 µM. actives 0.3% (n = 340,000). AID 602342, 2012;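 active = mean replicate activation score at least 90 and every replicate individually at or above 90; inconclusive = only one of the two criteria met; inactive = neither criterion met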;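 note: higher luciferase means less miR-122 activity so hits act as miR-122 inhibitors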
INS-1E GSIS act: GLuc luminescence reporter in INS-1E cells, primary screen for activators of glucose-dependent secretion of insulin; actives 0.61% (n = 370,000); INS-1E GLuc reporter insulin secretion, 2-3 h; activation, % at 16.6 µM; AID 743287, 2014;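 active = lowest replicate activation of at least 40%, so every replicate reaches that level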;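 note: 0% = median of neutral control wells and 100% = median of IBMX positive control wells; some compounds called inactive have numbers as strong as hits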
FN deposit inh: inhibitors of fibronectin matrix deposition, primary screen, AH1F cells, Alexa488-fibronectin fluorescence, plate reader | actives 0.086% (n = 350,000) | inhibition, % at 12.6 µM | AH1F fibroblasts, overnight;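 active = mean inhibition across replicates of 30% or more, regardless of how many single replicates reach that level; inconclusive = mean under 30% yet at least half of replicates reach 30%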;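 note: positive control wells lacked labelled fibronectin entirely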
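Material: AH1F fibroblast monolayer depositing Alexa488-labelled fibronectin into matrix | Input: 10000 AH1F cells/well | Medium: DMEM plus 2% serum, read in PBS | Reagent: Alexa488-fibronectin, 24 nM final in well | Compound dosing: One dose per compound, pinned | Schedule: 1 h adhesion, overnight exposure | Measured by: Fluorescence at 485 nm excitation, 525 nm emission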
CFTR F508del cor: F508del CFTR correction, initial screen, CFBE line, single point; CFBE cells, YFP halide quenching; stimulated with forskolin plus potentiator P3; % fluorescence drop versus neutral controls; activity (quench increase), % at 7.58 µM; actives 0.36% (n = 350,000);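 active = mean added fluorescence quench of at least 8% versus neutral control, with both replicates also reaching 8%; inconclusive = only one of the mean or replicate conditions met; inactive = mean below 8% and not both replicates reaching 8%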;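 note: cells transiently co-express mutant CFTR-F508del with the halide-sensitive YFP; corrector assay measuring rescue of mutant channel to the surface after 24 h compound exposure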
PAX8 inh HTS: inhibitors of PAX8-driven TPO luciferase reporter, primary screen, RMG-I cells, single concentration | actives 1.2% (n = 360,000) | inhibition, % at 12.6 µM | SteadyGlo, 24 h;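 active = mean replicate inhibition at least 60% with every replicate also reaching 60%; inconclusive = only one of the two criteria is met; inactive = mean below 60% and not all replicates reaching 60%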;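 note: luciferase light reporting Pax8 driven TPO promoter activity; plate controls were median of neutral control wells for no effect and mitoxantrone controls for full effect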
EWS-Fli block: EWS/Fli-driven NR0B1 reporter inhibitors, primary screen, A673 cells, NR0B1 luciferase, luminescence, MLPCN library | inhibition, % at 12.6 µM | viability-normalised | actives 0.67% (n = 350,000) | AID 651661, 2012;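 active = mean inhibition of at least 50% after viability correction, with every replicate also passing that limit; inconclusive = mean reaches 50% but only one of two replicates passes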;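 note: firefly luciferase signal divided by Alamar Blue viability fluorescence both relative to DMSO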
* marks the source's active call; other numbers are inactive results; ? = inconclusive; nt = not tested or not shown; & = joins results of further samples; [ ] = remark or other dose.

SMILES	DENV2 CPE rescue	miR122 inh	INS-1E GSIS act	FN deposit inh	CFTR F508del cor	PAX8 inh HTS	EWS-Fli block
C[C@@H]1CN([C@@H](C)CO)C(=O)c2cc(NC(=O)Nc3cccc4ccccc34)ccc2O[C@@H](C)CCCCO[C@@H]1CN(C)Cc1ccc(C(F)(F)F)cc1	?	-8[16.7 µM]	15	-3	-0.1	10	8
CC(C)[C@H](NC(=O)OCc1ccccc1)C(=O)N[C@@H](Cc1c[nH]c2ccccc12)C(=O)O	14	-3	8	10	0.6	28	5
CC(=O)c1cccc(N2C(=NC(=O)C3CCCCC3)SC3CS(=O)(=O)CC32)c1 (stereo not drawn)	4	-2	nt	-1	0.3	-13	2
CC(=O)N(c1nc(CCl)cs1)c1ccc(C)cc1C	4	nt	5	-4	3.1	15	2
C[C@@H]1CCCCO[C@H](CN(C)S(=O)(=O)c2ccc(Cl)cc2)[C@@H](C)CN([C@@H](C)CO)C(=O)c2cc(NC(=O)Cc3ccccc3)ccc2O1	5	-3[16.7 µM]	-19	nt	-3.2	46	2
COc1ccc2oc(=O)c(C(=O)NCc3ccco3)cc2c1	-2	-8	-30	0	1.5	-18	-58
Cc1noc(C)c1NC(=O)Nc1ccc2c(c1)C(=O)N([C@H](C)CO)C[C@@H](C)[C@@H](CN(C)S(=O)(=O)c1ccccc1)OCCCC[C@H](C)O2	-3	9[16.7 µM]	3	6	4.6	-19	-1
O=C(O)CCCN1C(=O)c2ccc(C(=O)c3cccc([N+](=O)[O-])c3)cc2C1=O	-6	-9	1	8	-1.2	-6	10
C[C@H]1CN([C@@H](C)CO)C(=O)Cc2cc(NC(=O)Nc3ccccc3)ccc2O[C@H]1CN(C)C(=O)Nc1ccc2c(c1)OCO2	nt	10[16.7 µM]	-12	nt	-1.1	-4	10
CC(CCC(=O)O)C1CCC2C3CCC4C[C@H](O)CCC4(C)C3CC(=O)C12C (stereo partly drawn)	1	6	4	-5	-1.6	10	1
COc1ccc(NS(=O)(=O)c2cccc(NC(=O)CCC(=O)c3cccs3)c2)cc1	?	nt	-7	0	-1.8	3	-6
CC(C)CC#Cc1cnc2c(c1)C(=O)N([C@@H](C)CO)C[C@@H](C)[C@H](CN(C)C(=O)NC1CCCC1)O2	9	0[16.7 µM]	-18	-5	3.9	nt	9
COc1cccc(-c2cc(C(=O)N3CCc4ccccc4C3)[nH]n2)c1	-6	nt	-2	-1	2.4	-35	nt
CCOc1ccc([C@@H]2CC=C(C(=O)O)[C@H](c3ccc(F)cc3)N2S(=O)(=O)c2ccc(C)cc2)cc1	10	nt	4	-11	1.0	-2	-1
COC(=O)c1oc2ccc(Cl)cc2c1N	nt	-3	nt	-1	nt	9	nt
Cc1noc(C)c1S(=O)(=O)Nc1ccc2c(c1)CC(=O)N([C@H](C)CO)C[C@@H](C)[C@@H](CN(C)C(=O)Nc1ccc3c(c1)OCO3)O2	?	3[16.7 µM]	-4	nt	-3.0	14	1
Cc1cccc(N2CCN(S(C)(=O)=O)CC2)c1C	nt	-5	nt	-16	nt	3	nt
CCN1C(=O)[C@H]2[C@@H](c3ccc(C)cc3)N3C(=O)N(c4cccc(Cl)c4)C(=O)[C@@]3(Cc3ccc(Cl)cc3)[C@H]2C1=O	?	nt	-4	-9	1.9	36	-9
Cc1cccc(-c2nnc(SCC#N)n2Cc2ccccc2)c1	nt	3	nt	5	nt	4	nt
CCc1ccc(NC(=O)C2(c3ccccc3)CC2(Cl)Cl)cc1 (stereo not drawn)	nt	6	nt	-3	nt	1	nt
CC(Sc1nc2ccccc2s1)C(=O)NCc1ccc2c(c1)OCO2 (stereo not drawn)	nt	-3	-35	1	nt	-33	-2
CCCNC(=O)Nc1ccc2c(c1)OC[C@H](C)N(Cc1cncnc1)C[C@H](C)[C@H](OC)CN(C)C2=O	-5	nt	22	-6	1.4	-12	1
COc1ccccc1-c1ccc2n(c1=O)C[C@@H]1[C@@H](CO)[C@H](C(=O)N[C@@H](C)c3ccccc3)[C@H]2N1C	2	6[16.7 µM]	-7	nt	0.5	1	-1
CCOC(=O)C1=C(C)NC(C)=C(C(=O)OCC)C1C(=O)OCC(=O)N1CCc2ccccc21	nt	0	nt	-14	nt	1	nt
CC(C)NC(=O)N[C@@H]1C=C[C@@H](CC(=O)NCCN2CCCC2)O[C@@H]1CO	2	nt	4	6	-1.2	-6	-2
SMILES	DENV2 CPE rescue	miR122 inh	INS-1E GSIS act	FN deposit inh	CFTR F508del cor	PAX8 inh HTS	EWS-Fli block
C[C@H](O)C#Cc1cnc2c(c1)C(=O)N([C@@H](C)CO)C[C@@H](C)[C@H](CN(C)Cc1cncnc1)O2	nt	-1[16.7 µM]	-1	-19	1.1	-33	-2
COc1ccccc1NC(=O)N[C@@H]1C=C[C@H](CC(=O)N[C@@H](C)c2ccccc2)O[C@@H]1CO	-3	nt	21	2	-0.5	nt	nt
O=C(NCC1CCCCC1)c1ccc2nc([C@@H]3O[C@H](CO)[C@H](O)[C@H](O)[C@H]3O)[nH]c2c1	?	2	18	3	0.7	6	-4
O=S(=O)(NC[C@H]1[C@@H](c2ccccc2)[C@@H](CO)N1CC1CC1)c1ccccc1	9	21[16.7 µM]	17	2	-0.2	-10	-1
O=C(CSc1nnnn1-c1ccc2c(c1)OCCO2)N1CCN(C(=O)c2ccco2)CC1	-3	nt	-1	-2	0.1	11	2
CCCOC(=O)c1ccc(NC(=O)C(CC)CC)cc1	nt	10	-12	-1	nt	-52	nt
Cn1ncc(Cl)c1C(=O)Nc1nnc(C2CC2)s1	-5	2	3	2	-0.1	2	-2
CCc1nc(SCC(=O)NNC(=O)c2ccc(OC)cc2)c2ccccc2n1	1	nt	9	-2	-0.9	36	2
COc1cccc(C(C)(O)c2nc(-c3cccs3)cs2)c1 (stereo not drawn)	3	4	-26	-9	1.4	-11	6
CC(C)(CCO)NC(=S)NC1CC2C=CC1C2 (stereo not drawn)	8	nt	12	6	-0.9	4	9
O=C(c1cccc([N+](=O)[O-])c1)c1ccc2c(c1)C(=O)NC2=O	-1	-5	-25	nt	nt	-3	-7
COc1cc(/C=C/C(=O)N2CCN(c3ccccn3)CC2)cc(OC)c1OC	3	-2	8	2	-1.8	1	-6
CN(C)CC(=O)Nc1ccc2c(c1)[C@@H]1C[C@@H](CC(=O)NCCc3ccccc3)O[C@H](CO)[C@@H]1O2	8	1[16.7 µM]	-8	nt	4.4	0	-9
CCCCN(C)C(=S)Nc1ccsc1C(=O)OC	4	nt	-18	0	1.1	-9	-4
O=C(C[C@H]1C[C@H]2c3cc(NC(=O)C4CCC4)ccc3O[C@H]2[C@H](CO)O1)NCc1cc(F)ccc1F	0	1[16.7 µM]	4	-8	-0.7	16	7
CN(Cc1nc2ccccc2n1C)C(=O)c1ccco1	7	-5	33	nt	-0.7	-13	nt
C[C@H](CO)N1C[C@H](C)[C@@H](CN(C)C(=O)Nc2ccc(C(C)(C)C)cc2)OCc2cnnn2CCCC1=O	-1&4	-2	-9&26	-11&-5	-1.1&3.0	3&-6	5&0
O=C(NCc1ccc(OC(F)(F)F)cc1)c1cccc2c1C(=O)c1ccc(N3CCCC3)cc1S2(=O)=O	-8	9	19	-13	-2.0	-7	-5
CN(CC(=O)Nc1c(Cl)cccc1Cl)C(=O)CCCN1C(=O)c2ccccc2C1=O	nt	23	nt	3	nt	-20	nt
CC1(C)NC(=O)N(CC(=O)OCC(=O)N2CCN(S(=O)(=O)c3ccccc3)CC2)C1=O	1	-6	8	1	3.5	nt	-5
Cc1ccsc1C(=O)N1CCN(C(=O)c2ccco2)CC1	6	6	7	4	-2.4	5	-5
CC(C)C(NC(=O)c1ccc(C(C)(C)C)cc1)C(=O)OCC(=O)NC(=O)Cc1ccccc1 (stereo not drawn)	0	3	2	4	nt	1	-3
O=C(c1cccc(S(=O)(=O)N2CCOCC2)c1)N1CCN(S(=O)(=O)c2cccs2)CC1	-3	-2	19	4	0.0	15	-9
Cc1cccc(CCNC(=O)CCS(=O)(=O)c2cc3c(cc2Cl)NC(=O)CO3)c1	?	0	104	5	1.9	0	nt
CC(C)c1ccc(NC(=O)NCc2ccc3c(c2)OCO3)cc1	?	nt	2	-2	-2.2	12	7
SMILES	DENV2 CPE rescue	miR122 inh	INS-1E GSIS act	FN deposit inh	CFTR F508del cor	PAX8 inh HTS	EWS-Fli block
C=CCN=C1NC(c2ccccc2C(F)(F)F)C(C(=O)OC)=C(C)N1Cc1ccc(C(F)(F)F)cc1 (stereo not drawn)	-15	nt	-43	2	3.7	5	20
COc1ccc(NC(=O)Nc2cccc3c2O[C@H](CN(C)Cc2ccc(Cl)c(Cl)c2)[C@@H](C)CN([C@@H](C)CO)C3=O)cc1	nt	15[16.7 µM]	-23	10	1.1	nt	0
Cc1cc(O)c(Sc2ccccc2)c(=O)o1	1	-3	nt	-1	-0.7	6	0
CCOC(=O)C1(CCCc2ccccc2)CCN(C(=O)C2CCCN(C(N)=O)C2)CC1 (stereo not drawn)	nt	-2	-12	0	nt	-8	nt
O=C(NC(c1ccccc1)c1cnccn1)C1CCN(Cc2ccc(Cl)c(Cl)c2)CC1 (stereo not drawn)	nt	-7	-17	5	1.6	-19	3
Nc1c(N(CCCO)C(=O)C2CCCC2)c(=O)[nH]c(=O)n1Cc1ccccc1	-3	nt	0	-3	0.9	-18	-9
COC(=O)CCCn1cc(CN2CC(N(C)C)CS2(=O)=O)nn1 (stereo not drawn)	-9	nt	-4	1	-0.1	2	-6
C[C@@H](C(=O)NNC(=O)c1ccc(Cl)cc1)N1C(=O)C2CC=CCC2C1=O (stereo partly drawn)	-8	nt	nt	-7	1.1	nt	-4
CN1CCN(C(=O)C[C@H]2C=C[C@@H](NC(=O)Cc3ccccn3)[C@@H](CO)O2)CC1	-3	-16[16.7 µM]	-8	-9	-2.1	-8	4
Cc1ccc(CNC(=O)Cn2cccc2)cc1	2	-3	1	-3	2.7	5	-6
COc1ccc(-n2c(C)cc(C(=O)CSc3ccc(NC(C)=O)cc3)c2C)cc1	nt	7	1	-1	nt	-116	nt
Cc1ccc(-c2cc(N)nc(-c3ccccc3)c2)cc1	2	0	4	-3	0.1	-115	-88
CCCNC(=O)N1C[C@H]2[C@@H](c3ccccc31)[C@@H](CO)N2Cc1ccc2c(c1)OCO2	7	6[16.7 µM]	6	nt	0.8	0	4
CO[C@@H]1CN(C)C(=O)c2cc(NC(=O)C3CCCC3)ccc2OC[C@@H](C)N(CCC(F)(F)F)C[C@@H]1C	2	-3[16.7 µM]	-26	-5	1.9	14	14
O=c1c2cc(NC(=S)NC3CCN(Cc4ccccc4)CC3)ccc2nc2n1CCCCC2	-2	nt	-18	4	2.8	0	6
COc1ccccc1-n1c(SCC(=O)Nc2cccc(C(=O)O)c2)nnc1-c1ccccc1C	3	-1	-5	1	-1.9	5	-6
C[C@@H]1CN([C@@H](C)CO)C(=O)Cc2cc(N(C)C)ccc2O[C@@H]1CN(C)CC1CC1	-10	nt	14	0	-2.5	nt	nt
CCOc1ccc(C2Nc3ccccc3C(CC)(CC)O2)cc1 (stereo not drawn)	8	nt	11	0	2.3	13	12
C=CCc1cc(OC)ccc1OCCOCCC(C(=O)OCC)C(=O)OCC	nt	nt	-18	2	nt	-4	nt
Cc1cc(OCc2cc(C(=O)N(C)CC3CCOCC3)no2)cc(C)c1Cl	-3	-8	-42	-4	-1.9	-61	nt
CC1(C)CC(=O)C(C(c2ccc(F)cc2)C2C(=O)CC(C)(C)CC2=O)C(=O)C1	-5	nt	nt	2	nt	-8	-5
